BoNT F protease = BoNT F light chain protease inhibition | Multiplex microsphere protease cleavage assay, flow cytometry | inhibition, % at 10 µM | 360,000 tested, 0.22% active | AID 588497; in the data active means inhibition above about 35%, passing the limit was not always enough; inconclusive means no clear call, values can overlap the other calls; further: plate controls were buffer without enzyme for full effect and enzyme alone for no effect
Mtb BioA inh = inhibitors of Mycobacterium tuberculosis BioA enzyme. purified M. tuberculosis BioA enzyme, plate reader. inhibition, % at 9.99 µM. 360,000 tested, 0.096% active; in the data active means inhibition above about 40%; inconclusive means no clear call, values can overlap the other calls
FadD28 binding = M. tuberculosis FadD28 bisubstrate binding inhibition; FadD28 bisubstrate probe binding, fluorescence polarization; inhibition, % at 12.5 µM; 360,000 tested, 0.22% active; in the data active means inhibition above about 8.5%, passing the limit was not always enough; inconclusive means no clear call, values can overlap the other calls
GDH-TPI counter = inhibits GDH-TPI coupling enzymes, artifact for Mtb FBA screen | GDH-TPI coupled enzyme counterscreen, NADH absorbance | inhibition, % at 4.8 µM | 360,000 tested, 1.2% active | AID 588335;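 further: 0% = DMSO wells and 100% = wells lacking the enzyme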
Mtb UGM inh = inhibitors of M. tuberculosis UDP-galactopyranose mutase. P9WIQ1. purified UGM, fluorescence polarization probe displacement. inhibition, % at 10 µM. 320,000 tested, 0.06% active; in the data active means inhibition above about 10%, passing the limit was not always enough; inconclusive means no clear call, values can overlap the other calls
FBA Mtb inh = inhibitors of M. tuberculosis fructose-bisphosphate aldolase. purified M. tuberculosis FBA, fluorescence read-out. inhibition, % at 1 µM. 360,000 tested, 2.3% active; in the data active means inhibition above about 27%;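 further: 0% = vehicle and 100% = reference inhibitor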
Target sequence (P9WQA3 whole entry, looked up): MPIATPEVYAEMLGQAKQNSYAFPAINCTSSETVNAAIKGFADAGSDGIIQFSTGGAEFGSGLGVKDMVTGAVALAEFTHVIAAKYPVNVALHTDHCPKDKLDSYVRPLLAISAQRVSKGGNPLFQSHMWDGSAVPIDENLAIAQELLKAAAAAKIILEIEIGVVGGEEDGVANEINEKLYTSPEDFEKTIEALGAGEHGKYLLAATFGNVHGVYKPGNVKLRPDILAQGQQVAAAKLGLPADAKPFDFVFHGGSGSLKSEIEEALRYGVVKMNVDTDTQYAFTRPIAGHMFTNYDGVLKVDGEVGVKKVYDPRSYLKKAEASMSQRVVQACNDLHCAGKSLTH
VHR inh abs = blocks human VHR1 dual specificity phosphatase; recombinant VHR phosphatase, pNPP absorbance; 290,000 tested, 0.52% active; inhibition, % at 13.3 µM; P51452; in the data active means inhibition above about 50%; further: some compounds called inactive have numbers as strong as hits
Target sequence (P51452 whole entry, looked up): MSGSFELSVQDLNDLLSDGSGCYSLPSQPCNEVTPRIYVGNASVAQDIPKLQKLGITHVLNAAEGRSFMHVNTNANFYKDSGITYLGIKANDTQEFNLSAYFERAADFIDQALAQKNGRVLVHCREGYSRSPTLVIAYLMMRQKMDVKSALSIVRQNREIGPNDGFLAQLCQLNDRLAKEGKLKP
CCHFV vOTU inh = blocks the CCHF virus ovarian tumor domain protease | CCHFV vOTU protease, Pep-AMC fluorescence | inhibition, % at 11.5 µM | 370,000 tested, 0.55% active | AID 651958; further: 0% = vehicle wells with enzyme and 100% = no enzyme wells
Rv3671c protease = inhibitors of M. tuberculosis serine protease Rv3671c; inhibition, % at 5.96 µM; 320,000 tested, 0.048% active; AID 2606; P9WHR9; in the data active means inhibition above about 38%;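 further: extracellular domain of Rv3671c used as enzyme; 0% = enzyme with DMSO and 100% = no enzyme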
Target sequence (P9WHR9 whole entry, looked up, the tested form may be a part): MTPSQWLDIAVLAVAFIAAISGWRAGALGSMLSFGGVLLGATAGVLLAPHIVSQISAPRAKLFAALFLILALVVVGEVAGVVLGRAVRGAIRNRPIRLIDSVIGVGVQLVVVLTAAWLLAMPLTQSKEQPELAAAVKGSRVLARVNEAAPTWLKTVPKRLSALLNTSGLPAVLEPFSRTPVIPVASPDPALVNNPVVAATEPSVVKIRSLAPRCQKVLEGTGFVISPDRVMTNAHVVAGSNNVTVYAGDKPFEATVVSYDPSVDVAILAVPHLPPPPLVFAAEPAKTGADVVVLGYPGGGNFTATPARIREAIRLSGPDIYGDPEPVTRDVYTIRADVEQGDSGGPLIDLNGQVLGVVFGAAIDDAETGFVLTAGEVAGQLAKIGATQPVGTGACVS
MazF activator = activators of E. coli MazEF toxin-antitoxin RNase | P0AE70 | FAM/BHQ RNA-DNA oligo cleavage fluorescence, 5 h | activation, % at 20 µM | 350,000 tested, 0.32% active | AID 504720; in the data active means activation above about 50%
Target sequence (P0AE70 whole entry, looked up): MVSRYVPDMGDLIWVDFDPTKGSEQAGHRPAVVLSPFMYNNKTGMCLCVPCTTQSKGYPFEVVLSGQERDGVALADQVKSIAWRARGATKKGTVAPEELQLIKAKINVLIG
An asterisk follows results filed as active; ? = inconclusive; nt = no result given; + = active, no number; & = joins results of further samples. Unless noted, no stated cut-off is given here; in the data, active means inhibition above about 30%; inactive means the rest.

SMILES	BoNT F protease	Mtb BioA inh	FadD28 binding	GDH-TPI counter	Mtb UGM inh	FBA Mtb inh	VHR inh abs	CCHFV vOTU inh	Rv3671c protease	MazF activator
O=C(/C=C/c1ccc2c(c1)OCCCO2)c1ccc2ccccc2c1O	-5	0.7	-4.3	16	-1.4	-3	-1	12	-2	-6
CC(C)C(=O)N1CCCC1(C)C(=O)Nc1ccc2c(c1)OCO2 (centres undefined)	3	-0.9	-1.3	4	nt	4	nt	nt	nt	nt
COc1ccc(NS(=O)(=O)c2ccc(Cl)c(NC(=O)c3ccccc3F)c2)cc1	1	-0.8	-3.0	-14	4.7	-1	nt	9	-13	6
COCCNC(C)C(=O)Nc1ccc(Br)cc1 (centres undefined)	-19	-3.9	-0.9	4	-1.2	5	29	-9	-5	-3
COc1ccc(NC(=O)CN(c2ccccc2)S(=O)(=O)c2ccccc2)c(OC)c1	-4	-0.1	-0.2	-6	-0.3	2	10	3	-12	2
O=C1c2ccccc2C(=O)N1c1cccc(-c2nc3ccccc3o2)c1	-5	-2.0	-1.9	-7	2.2	0	7	-9	-2	-7
CCN(CC)S(=O)(=O)c1ccc(NC2c3ccccc3C(=O)N2Cc2ccc3c(c2)OCO3)cc1 (centres undefined)	0	0.7	-4.0	8	1.6	1	27	-1	2	-3
Cc1c(C#N)c2n(c1C)CCCC(=O)N2	2	-1.2	-1.0	1	nt	2	nt	-5	nt	10
COC(=O)CN1C(=O)C(O)(CC(=O)c2ccc(C)cc2)c2cc(Br)ccc21 (centres undefined)	-2	1.3	0.2	3	1.5	0	7	-4	1	3
Cc1csc2ncc(C(=O)NCc3ccc4c(c3)OCO4)c(=O)n12	nt	nt	nt	nt	2.3	nt	9	nt	5	9

Single records, as listed above. Values in the order: BoNT F protease	Mtb BioA inh	FadD28 binding	GDH-TPI counter	Mtb UGM inh	FBA Mtb inh	VHR inh abs	CCHFV vOTU inh	Rv3671c protease	MazF activator
`CC(C)C(=O)N1CCCC1(C)C(=O)Nc1ccc2c(c1)OCO2` (centres undefined) reads 3	-0.9	-1.3	4	nt	4	nt	nt	nt	nt
`CCN(CC)S(=O)(=O)c1ccc(NC2c3ccccc3C(=O)N2Cc2ccc3c(c2)OCO3)cc1` (centres undefined) reads 0	0.7	-4.0	8	1.6	1	27	-1	2	-3
`O=C(/C=C/c1ccc2c(c1)OCCCO2)c1ccc2ccccc2c1O` reads -5	0.7	-4.3	16	-1.4	-3	-1	12	-2	-6
`COC(=O)CN1C(=O)C(O)(CC(=O)c2ccc(C)cc2)c2cc(Br)ccc21` (centres undefined) reads -2	1.3	0.2	3	1.5	0	7	-4	1	3

Next section:
SMILES	BoNT F protease	Mtb BioA inh	FadD28 binding	GDH-TPI counter	Mtb UGM inh	FBA Mtb inh	VHR inh abs	CCHFV vOTU inh	Rv3671c protease	MazF activator
COC(=O)c1cc(S(=O)(=O)N(C)C2CCCCC2)cn1C	5	-5.9	-1.0	3	0.2	6	-4	-10	0	7
CCN(CC(=O)NC1CCS(=O)(=O)C1)S(=O)(=O)c1cc(C)ccc1C (centres undefined)	nt	nt	0.5	4	1.5	1	nt	-5	5	2
CCOc1cc(/C=C(/C#N)C(=O)Nc2ccc(OC)cc2)ccc1OCc1ccc(C(=O)O)cc1	?	-0.6	1.8	3	-0.2	3	91	-6	0	0
Cc1cc(NC(=O)C2CC(c3ccc(F)cc3)=NO2)n(-c2ccccc2)n1 (centres undefined)	-5	1.5	-3.1	-12	-0.4	0	50*	-5	10	21
Cc1cc2c(cc1S(=O)(=O)NCc1ccccc1Cl)OCCN2C	-3	0.0	-2.6	5	-0.1	-5	-10	2	-4	4
COc1ccc(C(=O)NNC(=O)CSc2nnc(COc3ccc4ccccc4c3)n2C)cc1	2	-1.1	-0.4	5	4.3	-1	20	-9	0	-13
COc1ccc(C(=O)Nc2nc3ccccc3s2)c(OC)c1	-18	0.1	-6.6	6	0.3	2	4	2	-24	5
NC(=O)c1ccc(N2CCCC2)nc1	6	1.1	-4.1	11	nt	-4	nt	2	nt	5
CCC(=O)Nc1ccc(N2CCOCC2)c(S(=O)(=O)Nc2ccc(OC)cc2)c1	-21	nt	0.1	-3	0.0	1	-2	-7	-5	3
COc1cccc(Oc2coc3c(CN4CCOCC4)c(O)ccc3c2=O)c1	-4	0.5	0.7	26	0.7	115*	18	-106	-4	9
CCN(CC)c1ccc2cc(C(C)=O)c(=O)oc2c1	1	-2.7	-0.6	4	-1.7	-38	28	23	7	-186
COc1cccc(N/C(SC)=C(/C#N)C(N)=O)c1	-2	-0.1	-1.3	13	3.1	0	10	3	-10	-6
COc1cccc(CNC(=S)Nc2cccc(Cl)c2C)c1	-54	3.0	-5.0	-3	0.0	2	2	5	1	2
COc1ccc2c(c1)Cc1sc(NC(=O)c3cccnc3)nc1-2	-4	nt	1.6	5	0.7	2	11	16	-9	7
Nc1c2c(nc3sc4c(c13)CCCC4)CCCC2	1	-0.1	0.4	1	-1.9	1	36	5	1	7
COc1ccc(C(C(=O)NC2CCCC2)N(C(=O)c2snc(-c3ccc(F)cc3)c2N)c2ccc(F)cc2)cc1 (centres undefined)	-2	-2.1	-0.3	12	-1.6	-3	4	-3	-4	-5
COc1ccc(OC)c(/C=N\NC(=O)CC(=O)NCCc2ccccc2)c1	-2	nt	1.9	2	2.4	10	12	-12	3	-1
Cc1noc(C)c1CC(=O)NC1CC(C)(C)Cc2c1cnn2-c1ccccc1 (centres undefined)	14	1.6	-2.8	4	2.5	-1	-2	-5	-11	5
CCCc1cc(-c2nc(-c3ccc(C)cc3)cs2)ccn1	-8	nt	-0.5	10	1.1	1	8	11	-12	-14
Cc1ncc(CN2CCN(CCC(C)C)C(CCO)C2)s1 (centres undefined)	0	nt	-5.0	-2	-2.1	2	30	5	-5	1
CCOC(=O)c1c(NC(=O)COC(=O)CCCOc2ccc(OC)cc2)sc(C(=O)NC)c1C	-9	-1.2	-2.2	-4	-0.4	0	nt	3	-12	7
O=c1nc(N2CCCC2)nc(N2CCCC2)[nH]1	?	6.2	2.0	-2	-0.1	4	16	-9	5	9
CCCCN1CC(N2CCN(Cc3cccc(C)c3)CC2)CS1(=O)=O (centres undefined)	-9	-0.8	0.0	nt	nt	0	nt	-2	nt	nt
CC(C)(C)c1ccc(NC(=O)CN2C(=O)NC(C)(C3CC3)C2=O)cc1 (centres undefined)	nt	0.4	-1.5	-3	1.4	2	nt	5	9	10
CC(C)c1ccc(NC2CCCN(C(=O)c3ccc4nccnc4c3)C2)cc1 (centres undefined)	15	0.9	-0.8	9	-1.1	7	6	9	11	5
Cc1ccc(C)c(S(=O)(=O)Nc2ccc(C(=O)NCC(c3ccco3)N3CCCCC3)cc2)c1 (centres undefined)	-9	0.3	-0.9	8	1.5	2	19	4	-5	10
O=C(Cc1ccccc1F)Nc1nc2ccccc2[nH]1	-6	nt	-4.7	1	2.6	1	22	-11	-4	2
Cc1cc(O)ccc1NC1=CC(=O)CC(C)(C)C1	-5	nt	-4.2	0	-8.3	0	-14	3	-5	7
COc1ccc(CC(=O)Nc2cccc3ncccc23)cc1OC	1	nt	0.2	1	0.1	2	0	-13	7	-2
CC(C)C1Cc2[nH]c(=O)c(C(=O)O)cc2CO1 (centres undefined)	0	-1.5	-0.3	17	-3.6	8	10	7	-4	4
COc1ccc(CCC(=O)Nc2ccc3c(c2)OCO3)cc1	?	1.6	1.1	4	4.6	-1	-2	9	1	1
CC(NC(=O)COc1ccc(/C=N/NC(=O)CO)cc1)c1ccccc1 (centres undefined)	23	-2.1	-3.2	-2	1.2	2	64	-13	-5	3
Cc1cc(C)cc(-n2nnc3ccccc3c2=O)c1	-4	-1.0	-3.9	1	nt	-3	nt	-2	nt	1
COc1cccc(CNC(=O)CCn2ccc3cc(S(=O)(=O)N4CCC(C)CC4)ccc32)c1	-5	0.6	-4.9	-4	-1.1	-1	-13	14	-10	10
COc1cc(C(=O)OCC(=O)Nc2sccc2C(N)=O)cc(OC)c1OC	-2	nt	-5.3	-1	0.3	0	0	28	-17	10
CC(=O)C[C@@H](O)CC(=O)[C@H]1OC(=O)CC/C=C\Cc2ccccc21	-9	-0.6	-1.7	5	2.7	-1	nt	7	6	5
CN(Cc1ccccc1)C(=S)NC(=O)c1cccs1	-1	-1.9	-4.8	-2	0.1	-3	36	14	-4	5
O=S1(=O)N=C2CCCN2C(c2ccc(F)cc2)N1 (centres undefined)	4	-1.4	-1.1	3	2.6	-1	28	4	-14	-1
Cc1ccccc1CSc1nnc(NC(=O)C2COc3ccccc3O2)s1 (centres undefined)	4	-0.2	-0.5	8	-5.8	5	15	4	2	-3
COc1ccc(NC(=O)N(C)C[C@H]2Oc3c(NC(=O)c4ccncc4)cccc3C(=O)N([C@H](C)CO)C[C@@H]2C)cc1	-4	-0.4&-0.8	-1.8	0	-0.3	2	nt	2	5	1
Nc1cc(Cc2ccccc2)ccc1O	0	-0.5	-3.3	5	nt	3	nt	3	nt	2
O=C1CN(C(=O)COC(=O)CCCOc2ccccc2)c2ccccc2N1	-8	-0.5	-1.0	5	0.4	-2	-1	6	5	-6
CS(=O)(=O)N(CC(=O)NCc1ccccc1)c1ccc(Cl)cc1	-12	-1.1	-0.5	4	1.4	0	-3	7	-1	4
COC(=O)c1ccc(NC(=O)c2ccccc2NS(=O)(=O)c2ccccc2)cc1	-4	-1.6	-1.7	8	2.2	23	18	-2	-12	-2
COc1cccc(OC)c1C(=O)Nc1ccc(N2CCN(C(=O)c3ccco3)CC2)cc1	-30	0.4	-1.7	-9	-5.6	-2	31	-5	-1	12
CCOC(=O)C1=C(N)Oc2cc(O)ccc2C1c1ccc(F)cc1F (centres undefined)	-3	-7.4	-2.4	6	-0.8	9	28	14	3	-120
Cc1ncc(CN2CCC(C(=O)Nc3cccc(-c4cscn4)c3)CC2)cn1	-2	-1.5	1.5	17	2.1	3	36	-2	12	1
CC(=O)Nc1ccc(-c2ccnc3c2CC(C(=O)Nc2cccc(C(F)(F)F)c2)O3)cc1 (centres undefined)	-16	0.3	-12	-9	nt	3	nt	9	nt	nt
Cc1ccc(-c2cc(-c3ccc(C)o3)nc(N)c2C#N)cc1	-13	nt	-2.6	12	3.0	19	29	-53	2	19
N#CC1=C(N)N2C(=C(C#N)C13CCN(Cc1ccccc1)CC3)Nc1ccccc12	3	2.3	-0.2	11	-0.4	22	14	-13	-1	-12

Later entries:
SMILES	BoNT F protease	Mtb BioA inh	FadD28 binding	GDH-TPI counter	Mtb UGM inh	FBA Mtb inh	VHR inh abs	CCHFV vOTU inh	Rv3671c protease	MazF activator
CCN(CC(=O)NC1CCS(=O)(=O)C1)C(=O)C(c1ccccc1)c1ccccc1 (centres undefined)	2	-0.8	-1.9	-3	-2.5	1	-6	9	5	10
COc1ccc(N2C(=O)C3C(C2=O)C3(c2ccccc2)c2ccccc2)cc1 (centres undefined)	7	nt	-2.1	-5	-2.9	2	4	8	5	-2
O=C(CC(C(=O)N1CCc2ccccc21)n1ccnc1)NCc1cccnc1 (centres undefined)	0	3.9	-1.6	0	0.9	3	18	-12	-1	3
CCCCCC(=O)NNC(=S)NC(=O)c1ccccc1[N+](=O)[O-]	0	nt	0.5	0	0.9	-5	6	-5	7	-2
COc1ccc(N(Cc2cc3ccccc3[nH]c2=O)C(=O)C2CCCO2)cc1 (centres undefined)	17	-0.3	-1.1	8	1.4	0	15	14	2	0
COCCn1c(N)c(S(=O)(=O)c2cccs2)c2nc3ccccc3nc21	-6	-3.5	-1.2	26	3.0	+	-19	-152	-138	-2
CCN(CC)S(=O)(=O)c1ccc(Cl)c(C(=O)Oc2cccc(-c3cnc4ccccc4n3)c2)c1	-4	-0.9	-2.5	9	1.4	6	4	5	-3	-6
CCCOc1ccc(N2C(=O)CC(N(CCC)C(=O)CCC(=O)O)C2=O)cc1 (centres undefined)	-24	1.6	-4.5	8	nt	2	3	-4	-10	6
Cc1ccc(-n2c(SCC(=O)Nc3ccc4c(c3)OCO4)nnc2-c2ccoc2C)cc1	9	-0.8	-5.8	-2	-1.8	2	32	3	4	2
